Source: PubChem BioAssay (NMMLSC)
ABCB1 inh = inhibitors of human ABCB1 transporter, ABCG2 counter-screen | 0.067% of 190,000 active | CCRF-Adr cells, JC-1 efflux, flow cytometry | inhibition, % at 6.6 µM | P08183; in the data active means inhibition above about 40%;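 further: 0% = vehicle and 100% = reference inhibitor; higher value means more JC-1 retained so stronger ABCB1 efflux block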
RGS8-Gao = modulates binding of RGS8 to human Galphao; response (percent of control binding), % at 10 µM; multiplexed bead flow cytometry; actives lie on both sides; 0.34% of 220,000 active; in the data active means response below about 60% or above about 140%; inactive means in between;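 further: Galphao activated as the GDP aluminium fluoride complex binding bead-coupled RGS8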
Target sequence (P09471 whole entry, looked up): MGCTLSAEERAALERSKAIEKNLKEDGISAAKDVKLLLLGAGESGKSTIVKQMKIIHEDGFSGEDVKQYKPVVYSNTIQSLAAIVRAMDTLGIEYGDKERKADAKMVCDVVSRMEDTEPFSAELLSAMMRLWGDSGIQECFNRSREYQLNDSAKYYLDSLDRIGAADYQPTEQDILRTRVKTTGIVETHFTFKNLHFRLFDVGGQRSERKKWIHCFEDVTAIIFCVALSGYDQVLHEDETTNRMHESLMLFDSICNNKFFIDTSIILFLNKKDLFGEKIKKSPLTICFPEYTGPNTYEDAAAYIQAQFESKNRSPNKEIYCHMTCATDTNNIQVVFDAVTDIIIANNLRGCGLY
Bfl-1 Bim block = human Bim-Bfl-1 interaction inhibition; Bead-based flow cytometry, Bim-Bfl-1 binding inhibition; inhibition, % at 10 µM; 0.12% of 190,000 active; AID 1008;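 further: 0% = wells without compound plus tracer and 100% = blocker peptide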
Bim-Bcl-B = human Bim-Bcl-B interaction inhibition. AID 951. 0.073% of 190,000 active. Q9HD36. bead-based flow cytometry, Bim peptide-Bcl-B binding. inhibition, % at 10 µM;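 further: 0% = tracer peptide without compound and 100% = reference inhibitor peptide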
RGS7-Gao = human RGS7-Galphao interaction regulation. Multiplexed bead flow cytometry, RGS7-Galphao binding; actives lie on both sides. binding response (% of control), % at 10 µM. 0.35% of 220,000 active. AID 1439; in the data active means binding response below about 49% or above about 150%; inconclusive means no clear call, values can overlap the other calls; inactive means in between;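 further: fluorescent Galphao held in activated GDP-AlF4 state binding bead-coupled RGS7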
Bcl-W Bim block = inhibitors of Bim-Bcl-W interaction, human. inhibition, % at 10 µM. Q92843. bead-based flow cytometry, Bim peptide-Bcl-W binding. 0.02% of 190,000 active;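 further: 0% = bound tracer without compound and 100% = peptide blocker; higher means less fluorescent Bim peptide bound to Bcl-W beads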
Target sequence (Q92843 whole entry, looked up): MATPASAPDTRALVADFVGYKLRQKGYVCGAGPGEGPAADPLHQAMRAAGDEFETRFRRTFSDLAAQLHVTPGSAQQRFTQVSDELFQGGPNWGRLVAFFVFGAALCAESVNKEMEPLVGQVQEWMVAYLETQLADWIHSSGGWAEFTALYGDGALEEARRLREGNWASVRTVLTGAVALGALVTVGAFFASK
Bim-Bcl-XL = inhibitors of Bim-Bcl-XL interaction, human | Q07817 | Bim peptide-Bcl-XL binding, bead flow cytometry, fluorescence | inhibition, % at 10 µM | 0.04% of 190,000 active
Target sequence (Q07817 whole entry, looked up): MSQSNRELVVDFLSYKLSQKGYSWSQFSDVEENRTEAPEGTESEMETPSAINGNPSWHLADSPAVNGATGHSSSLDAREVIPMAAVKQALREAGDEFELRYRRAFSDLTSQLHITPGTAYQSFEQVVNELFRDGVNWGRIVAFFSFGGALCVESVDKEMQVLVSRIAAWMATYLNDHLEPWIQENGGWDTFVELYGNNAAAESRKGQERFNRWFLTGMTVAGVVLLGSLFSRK
Bim-Bcl-2 = disrupts Bim peptide binding to human Bcl-2 | P10415 | 0.06% of 190,000 active | Bead-based flow cytometry, Bim peptide-Bcl-2 binding | inhibition, % at 10 µM; in the data active means inhibition above about 40%; inconclusive means no clear call, values can overlap the other calls;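 further: 0% = no compound wells with probe peptide and 100% = reference peptide inhibitor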
Target sequence (P10415 whole entry, looked up): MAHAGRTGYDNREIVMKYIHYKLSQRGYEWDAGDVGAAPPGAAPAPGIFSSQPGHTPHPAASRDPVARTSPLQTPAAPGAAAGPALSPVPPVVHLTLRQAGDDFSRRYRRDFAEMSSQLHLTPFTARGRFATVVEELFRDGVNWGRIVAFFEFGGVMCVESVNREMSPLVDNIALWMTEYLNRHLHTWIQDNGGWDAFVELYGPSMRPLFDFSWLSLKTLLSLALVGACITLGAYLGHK
GSH fluor = compound fluoresces at 488/530 nm on GSH beads; GSH beads flow cytometry, compound fluorescence 488/530 nm; stronger effect = higher value; fluorescence (KMESF) at 10 µM; 0.25% of 190,000 active; AID 1776; in the data active means fluorescence above about 89;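 further: glutathione beads carrying GST-tagged Bcl family fusion proteins plus one bare bead set; values are compound well signal with DMSO vehicle wells as background; inactives centre near 16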
ABCG2 block = blocks JC-1 efflux by human ABCG2 transporter; IgMXP3 cells, flow cytometry; inhibition, % at 6.6 µM; 0.1% of 190,000 active;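 active means inhibition above 80%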;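 further: 0% = DMSO and 100% = nicardipine control wells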
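test system = two drug-resistant human cell lines, ABCG2 and ABCB1 | amount = 3 million cells/mL final, two lines in 1:1 ratio | reagent = JC-1 transporter substrate | doses = one concentration, 6.6 µM final | incubation = 10 min at 25 °C | signal = flow cytometric JC-1 green MFI at 530 nm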
RGS4-Gao reg = modulates binding of RGS4 to human Galphao. P09471. Multiplexed bead flow cytometry; actives lie on both sides. binding response (% of control), % at 10 µM. 0.33% of 220,000 active; in the data active means binding response below about 49% or above about 150%; inactive means in between;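 further: fluorescent Galphao activated with aluminum fluoride binding bead-coupled RGS4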
Numbers without * were called inactive; ? = inconclusive. Unless noted, no stated cut-off is given here; in the data, active means inhibition above about 40%.

SMILES	ABCB1 inh	RGS8-Gao	Bfl-1 Bim block	Bim-Bcl-B	RGS7-Gao	Bcl-W Bim block	Bim-Bcl-XL	Bim-Bcl-2	GSH fluor	ABCG2 block	RGS4-Gao reg
O=C(O)c1ccccc1SCc1cn2ccccc2n1	-0.1	101	0	-1	100	0	-1	0	6	-3	102
Cc1cc(C=O)c(C)n1-c1cccc(C(=O)O)c1	0.9	100	-5	-6	94	-1	-3	-7	10	3	97
CSC1=NCCN1S(=O)(=O)c1ccccc1	-0.2	100	0	-1	97	0	0	0	12	-1	100
CCN(CC)CCOC(=O)c1ccc(NC(=O)/C=C/c2cccs2)cc1	1.4	104	0	-2	102	-2	-4	0	4	0	101
COc1cc(N2CCOCC2)ccc1C=C(C#N)C#N	0.2	100	-3	-2	97	0	0	0	15	7	98
Cc1nc(C(F)(F)F)nc(Nc2ccc(N=Nc3ccccc3)cc2)c1C#N	0.0	101	-6	-7	100	-4	-7	-3	12	0	101
Cc1cccc(N2CCN(C(=O)CCNS(=O)(=O)c3ccc4c(c3)CCC(=O)N4)CC2)c1C	0.7	101	-11	-7	98	-1	-5	-4	32	1	101
CCOC(=O)C(=O)Nc1ccccc1C(=O)OC	0.3	101	-4	2	94	3	0	-1	23	2	98
CCOC(=O)c1[nH]c(=O)[nH]c1CSc1ccccn1	0.4	107	-3	-12	105	-4	-4	-2	26	7	105
CC(=O)C1=NN(c2ccccc2)C(c2ccc3c(c2)OCO3)N1c1ccc(N2CCOCC2)cc1 (stereo not given)	0.1	100	0	-2	100	1	-4	4	7	0	95

Next section (five carried over from the part before).
SMILES	ABCB1 inh	RGS8-Gao	Bfl-1 Bim block	Bim-Bcl-B	RGS7-Gao	Bcl-W Bim block	Bim-Bcl-XL	Bim-Bcl-2	GSH fluor	ABCG2 block	RGS4-Gao reg
Cc1nc(C(F)(F)F)nc(Nc2ccc(N=Nc3ccccc3)cc2)c1C#N	0.0	101	-6	-7	100	-4	-7	-3	12	0	101
Cc1cccc(N2CCN(C(=O)CCNS(=O)(=O)c3ccc4c(c3)CCC(=O)N4)CC2)c1C	0.7	101	-11	-7	98	-1	-5	-4	32	1	101
CCOC(=O)C(=O)Nc1ccccc1C(=O)OC	0.3	101	-4	2	94	3	0	-1	23	2	98
CCOC(=O)c1[nH]c(=O)[nH]c1CSc1ccccn1	0.4	107	-3	-12	105	-4	-4	-2	26	7	105
CC(=O)C1=NN(c2ccccc2)C(c2ccc3c(c2)OCO3)N1c1ccc(N2CCOCC2)cc1 (stereo not given)	0.1	100	0	-2	100	1	-4	4	7	0	95
O=C(/C=C/c1ccccc1)CC(O)(c1ccccc1)C(F)(F)F (stereo not given)	0.4	100	0	-2	105	0	-1	0	8	2	97
CCOC(=O)C(=O)/C(=C\N(C)C)c1onc(-c2c(Cl)cccc2Cl)c1C(=O)OC	0.3	103	-2	-1	102	0	0	-1	19	2	108
O=P(Cc1ccccc1)(c1ccccc1)c1ccccc1	0.2	101	5	3	99	1	0	2	10	53	100
Cc1cc[n+](-c2[nH]c(=O)sc2/C=N/NC([S-])=Nc2ccccc2)cc1C	0.3	86	1	7	85	-1	-8	4	17	0	97
Cc1ncc(CO)c2cc(C(N)=O)c(=Nc3ccccc3)oc12	-0.1	96	-4	0	85	1	-2	1	10	0	86
S=c1nc(-c2cccc(Br)c2)[nH][nH]1	-0.6	76	0	-5	113	1	-1	-2	6	-1	119
COC(=O)c1cc2sccc2n1Cc1nc(-c2ccc(OC)cc2)oc1C	0.5	98	-6	-5	99	3	-1	-6	5	6	102
O=C(Cc1ccc(Cl)cc1)N1CCN(C(=O)c2ccco2)CC1	0.4	104	0	-1	103	-3	0	-2	20	0	104
COC(=O)c1c(C)oc2ccc(N(C(=O)c3ccncc3)S(=O)(=O)c3ccc4ccccc4c3)cc12	5.4	102	-9	-9	101	-7	-10	-11	10	8	100
O=C(NCc1ccco1)c1c2c(nc3ccccc13)CCC2	0.3	86	1	2	82	0	0	-1	21	1	84

In the list so far, these contain an aryl methoxy group.
SMILES	ABCB1 inh	RGS8-Gao	Bfl-1 Bim block	Bim-Bcl-B	RGS7-Gao	Bcl-W Bim block	Bim-Bcl-XL	Bim-Bcl-2	GSH fluor	ABCG2 block	RGS4-Gao reg
COc1cc(N2CCOCC2)ccc1C=C(C#N)C#N	0.2	100	-3	-2	97	0	0	0	15	7	98
COC(=O)c1cc2sccc2n1Cc1nc(-c2ccc(OC)cc2)oc1C	0.5	98	-6	-5	99	3	-1	-6	5	6	102

(next part)
SMILES	ABCB1 inh	RGS8-Gao	Bfl-1 Bim block	Bim-Bcl-B	RGS7-Gao	Bcl-W Bim block	Bim-Bcl-XL	Bim-Bcl-2	GSH fluor	ABCG2 block	RGS4-Gao reg
O=C(CN1CCc2ccccc2C1)c1cccs1	0.2	104	0	0	105	0	-3	-4	7	2	101
N#Cc1ccc(C(=O)Nc2cc(S(=O)(=O)N3CCCC3)ccc2OCC(F)(F)F)cc1	-0.9	100	-4	0	103	-1	-3	-1	9	9	99
COc1ccc(NC(=O)C2CCCO2)cc1Cl (stereo not given)	0.4	98	0	-3	104	-2	-4	2	17	4	100
O=C(NCc1ccc2c(c1)OCO2)c1cnc2n(c1=O)CCS2	0.4	101	-7	-9	102	0	-5	-8	28	4	100
OCc1ccnc(Cl)c1	0.2	90	-2	-2	99	-3	-7	-1	10	0	93
O=c1cc(CSc2nnc(-c3cccnc3)n2-c2ccccc2F)nc2sccn12	-0.1	84	4	6	87	-3	0	8	12	0	85
O=C(CSc1nnc(Cc2cccs2)n1Cc1ccco1)Nc1ccc(Br)cc1	0.3	97	-6	-6	100	2	-2	-6	11	1	99
Cc1ccc(S(=O)(=O)N(CC(=O)N2CCN(c3ccccc3F)CC2)C2CCCCC2)cc1	3.4	101	-8	-8	103	0	0	-7	11	8	101
COc1ccc(C=NCCC2(O)CC(C)N(C)CC2C)cc1 (stereo not given)	1.1	103	-18	-11	101	-2	-6	-11	23	11	101
Cc1cc([N+](=O)[O-])nn1CC(=O)N1CCN(Cc2ccccc2)CC1	-0.3	91	-5	-2	97	-3	-5	0	10	3	97
Cn1c(=O)[nH]c(=O)c2c1nc(NCCc1ccccc1)n2CC(O)COc1ccccc1 (stereo not given)	0.2	98	-8	-9	94	2	-5	-5	5	4	98
CCCNCC1C(Oc2ccc(Cl)cc2Cl)C(=O)N1c1cccc(C)c1C (stereo not given)	2.8	97	-4	-1	100	-2	0	1	9	3	99
Cc1ccc(/C=N/NC(=O)C2CC(=O)N(c3ccccc3)C2)s1 (stereo not given)	0.6	102	-14	-8	100	-5	-10	-5	16	7	102
Cc1noc(C)c1COC(=O)CCc1nc2ccccc2s1	2.3	100	-17	-12	100	-3	-5	-11	27	41	101
CC1CCN(S(=O)(=O)c2ccc(S(=O)(=O)NCc3ccccc3)cc2)CC1	0.3	101	-12	-5	97	0	-8	-10	44	1	93
Cc1ccc(-n2cc(CN(C)Cc3nccn3C)c(-c3ccc(F)cc3)n2)cc1	3.0	97	-6	-3	96	0	-4	-1	10	5	93
Cn1c(=O)c2c(n(C)c1=O)=NC1(CCCCC1)ON=2	0.5	96	0	0	103	-3	-15	3	33	1	104
Cc1cc(C)c(S(=O)(=O)NCc2ccc3c(c2)cc(C)n3C)c(C)c1	0.3	99	-7	-6	97	1	-3	-7	25	1	101
COc1ccc(S(=O)(=O)NCc2csc(-c3cccnc3)n2)cc1	0.5	102	-11	-6	101	0	-3	-4	25	1	99
Cc1cc(C(F)(F)F)c(C#N)c(SCC(=O)NC2CC2)n1	1.0	98	-11	-7	95	-2	-7	-9	30	2	98
Cc1ccc([N+](=O)[O-])cc1NC(=O)c1ccccc1	-1.0	101	3	1	?	1	0	1	14	1	100
Cc1nn(-c2ccccc2)c2sc(C(=O)N(CC(=O)NC(C)(C)C)Cc3ccco3)cc12	1.2	99	-3	0	95	3	-2	0	29	9	97
N#C/C(=C\c1ccccc1)C(=O)OCC(=O)N1CCCC1	0.5	101	-4	-3	?	-2	-1	-3	15	1	104
O=C(NCc1ccc(F)cc1)c1cc(-c2ccco2)on1	0.3	101	-3	0	92	-3	0	0	57	3	87
COC(=O)C(C)(C)ONC(=O)Nc1ccccc1Br	0.1	104	-4	-4	101	-3	-4	-3	10	0	104
N/C(Cc1ccc([N+](=O)[O-])cc1)=N\OC(=O)Cc1ccccc1	0.2	99	-15	-4	99	0	2	-7	13	1	100
CC(=O)c1ccc(NC(=S)NC(=O)c2c(Cl)c(C)nn2C)cc1	1.2	94	0	-6	101	-3	-4	0	10	7	98
COc1cccc(C2C(C#N)=C(N)SC(c3ccccc3)C2[N+](=O)[O-])c1 (stereo not given)	0.9	102	-3	-3	?	0	0	-1	20	13	101
COc1ccc(NC(=O)C(=O)NCCO)cc1Cl	4.8	100	-1	-3	101	-1	0	-5	7	7	104
O=C(Cn1cnc2ccccc2c1=O)c1c[nH]c2ccccc12	0.3	97	-12	-5	98	3	-2	0	16	2	97
COC(=O)c1cc(C(=O)N2CCN(c3cccc(Cl)c3)CC2)cc([N+](=O)[O-])c1	0.8	95	5	0	?	2	0	0	10	3	95
CCN(CC)S(=O)(=O)c1ccc2c(c1)nc(SCC(=O)NC1CC1)n2-c1ccccc1OC	3.6	100	-5	-5	98	-1	-1	-1	56	20	96
COc1cc(OC)cc(-c2nnc(SCC(=O)N3CCCc4ccccc43)o2)c1	0.7	100	-4	-1	100	-1	-4	-9	12	12	98
CCCCCC(=O)Nc1nc(C)c(-c2csc(Nc3cc(Cl)ccc3OC)n2)s1	-0.4	99	-7	-9	102	1	-6	-6	22	-1	102
COc1ccc(N=C(C)C2=C(O)CSC2=O)cc1	0.1	94	-1	-9	93	3	0	-7	56	2	90
O=C(NCc1ccco1)c1ccccc1F	-2.4	102	-9	-11	96	-4	-3	-6	31	-2	94
COCCNC(=S)N(c1ccccc1)C(C)C	0.0	101	8	6	98	0	1	2	9	-8	101
CC1CN(C(=O)c2ccccc2C(=O)c2ncc[nH]2)CC(C)O1 (stereo not given)	0.4	105	0	0	98	0	-1	1	20	0	100
COc1ccc(Br)cc1/C=C/C(=O)Nc1c(C)cccc1C	0.3	100	0	3	101	-1	-1	-3	23	5	102
Cc1ccc(NC(=O)/C(=C/c2cccc([N+](=O)[O-])c2)NC(=O)C2CCCCC2)c(C)c1	0.3	93	5	22	98	-2	-2	12	10	1	96
O=C(NCc1ccccc1)c1ccc(-c2ccccc2C(F)(F)F)o1	0.2	105	1	-8	106	-1	-3	0	16	10	100
N#CC1=C(N)N(c2ccc(F)cc2)C2=C(C1c1ccc(O)cc1)S(=O)(=O)CC2 (stereo not given)	-1.2	86	20	-20	98	16	23	30	13	-4	95
CCSc1nnc(NC(=O)C2CCN(S(=O)(=O)c3c(C)c(C)cc(C)c3C)CC2)s1	0.5	104	-2	-5	97	-1	-6	-7	7	-2	100
CCOc1ccc(OCC)c(NC(=O)CNS(=O)(=O)c2cccs2)c1	1.2	101	0	0	97	0	0	1	21	6	100
Cc1ccc2c(c1)C=CC(C)(C)S2(=O)=O	0.3	100	-3	-2	100	-2	-1	0	6	1	101
COc1nc(OC)nc(N2CCC(C(=O)NC3CCCCCC3)CC2)n1	0.6	99	-15	-4	99	0	-4	-7	11	17	101
CCCNC(=O)c1nnsc1S(=O)(=O)c1ccc(Cl)cc1	0.2	73	-5	-3	91	2	2	-3	10	1	92
CC(C)C(=O)Nc1cccc(NC(=O)c2cccnc2)c1	0.3	111	-8	-5	108	2	-6	-9	16	5	108
Nc1nc2ccccc2n1CCN1CCCC1	-0.3	101	-10	-7	93	2	-9	-8	43	0	97
